# DAX1 inh-1 – DAX1 (NR0B1) inhibition, primary screen; HEK293T StAR-luciferase reporter, SF-1/DAX-1 repression relief; inhibition, % at 6.8 µM; actives 1.1% (n = 370,000); AID 652010;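 active = inhibition above the mean over all tested compounds plus 3 SD, cut at about 3.6% in these data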;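 note: 0% = DAX-1 cells with DMSO and 100% = cells lacking DAX-1 with DMSO; higher inhibition means more luminescence from relief of DAX-1 repression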
# SMARCA2 act – increases SMARCA2 function in MMTV reporter cells; MG213 cells, MMTV-luciferase reporter, dexamethasone, overnight; actives 1% (n = 370,000); activation, % at 9.1 µM; in the data active = activation above about 7.8%;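 note: 0% = vehicle wells and 100% = reference activator wells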
# ADAM17 inh – inhibitors of human ADAM17; P78536; recombinant ADAM17, EDANS/DABCYL FRET peptide cleavage; inhibition, % at 6.95 µM; actives 0.83% (n = 370,000); AID 720648;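 active = inhibition above the mean of compounds lying between control limits plus 3 SD, set per campaign, cut at about 8.5% in these data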;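 note: 0% = DMSO-only wells as the low control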
# ADAM10 inh – inhibits human ADAM10; O14672; actives 0.62% (n = 370,000); recombinant ADAM10, EDANS/DABCYL FRET peptide cleavage, 3 h; AID 720582; inhibition, % at 7 µM;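 active = inhibition above a per-campaign cutoff equal to the mean of compounds falling between control-based bounds plus 3 SD, cut at about 20% in these data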;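 note: 0% = DMSO wells while the 100% control is not disclosed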
# ssDAF-12 act – activators of S. stercoralis DAF-12 nuclear receptor | HEK293 ssDAF-12/GRIP1 lit1-tk-luc reporter, luminescence; % of 3 µM dafachronic acid response | activation, % at 6.8 µM | actives 1% (n = 370,000) | AID 652126;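 active = activation above the mean over all tested compounds plus 3 SD, cut at about 0.9% in these data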;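 note: 0% = DMSO-only wells and 100% = 3 µM delta7-dafachronic acid wells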
# FXN GAA850 act – activators of GAA850 frataxin (FXN) promoter; HEK293 lucGAA850 FXN promoter luciferase reporter, 24 h; percent of 10 µM SAHA response; activation, % at 6 µM; actives 0.56% (n = 360,000);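 active = activation above the average of all compounds screened plus 3 SD, cutoff fixed separately per campaign, cut at about 7.5% in these data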;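 note: 0% = DMSO wells and 100% = 10 µM SAHA wells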
# GC-A act – GC-A (human) enzyme activation; HEK293 GC-A cells, cGMP TR-FRET, EC30 ANP; 0% at EC30 ANP, 100% saturating ANP; activation, % at 10 µM; actives 0.14% (n = 370,000); P16066; in the data active = activation above about 40%
# Target sequence (P16066 whole entry, looked up): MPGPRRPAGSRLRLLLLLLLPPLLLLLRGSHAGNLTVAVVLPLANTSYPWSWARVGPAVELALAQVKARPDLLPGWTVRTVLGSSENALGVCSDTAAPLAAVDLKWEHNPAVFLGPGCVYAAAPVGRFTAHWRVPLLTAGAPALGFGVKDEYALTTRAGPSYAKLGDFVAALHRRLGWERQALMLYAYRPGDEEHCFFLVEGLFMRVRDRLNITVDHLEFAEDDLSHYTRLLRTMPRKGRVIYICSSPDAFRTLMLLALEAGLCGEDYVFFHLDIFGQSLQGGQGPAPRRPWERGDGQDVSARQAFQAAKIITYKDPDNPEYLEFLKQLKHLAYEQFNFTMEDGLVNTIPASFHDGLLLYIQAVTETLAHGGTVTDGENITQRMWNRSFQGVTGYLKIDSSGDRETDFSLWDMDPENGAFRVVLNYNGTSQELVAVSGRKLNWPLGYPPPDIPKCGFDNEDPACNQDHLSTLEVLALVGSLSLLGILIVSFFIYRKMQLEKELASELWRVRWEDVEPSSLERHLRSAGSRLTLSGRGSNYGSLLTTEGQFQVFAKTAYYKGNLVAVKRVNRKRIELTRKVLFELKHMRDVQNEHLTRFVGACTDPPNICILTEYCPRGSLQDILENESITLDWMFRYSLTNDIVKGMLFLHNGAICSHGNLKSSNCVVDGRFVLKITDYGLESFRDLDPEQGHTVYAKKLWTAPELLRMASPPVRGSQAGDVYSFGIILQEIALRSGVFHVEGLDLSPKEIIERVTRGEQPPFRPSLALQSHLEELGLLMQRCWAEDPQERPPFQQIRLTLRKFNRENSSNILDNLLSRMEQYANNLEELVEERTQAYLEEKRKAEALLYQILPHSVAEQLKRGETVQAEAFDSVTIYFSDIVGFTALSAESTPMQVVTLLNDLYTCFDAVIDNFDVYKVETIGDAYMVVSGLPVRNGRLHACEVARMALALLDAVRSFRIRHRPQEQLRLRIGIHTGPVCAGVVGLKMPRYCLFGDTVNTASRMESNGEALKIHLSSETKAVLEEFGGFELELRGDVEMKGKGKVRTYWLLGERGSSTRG
# DAX1 inh-2 – inhibits human nuclear receptor DAX1 | actives 0.99% (n = 340,000) | AID 504766 | P51843 | HEK293 Gal4-DAX1 luciferase reporter, luminescence | inhibition, % at 6.75 µM;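 active = inhibition above the mean over all tested compounds plus 3 SD, cut at about 4.2% in these data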;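 note: 0% = DAX1-transfected cells with DMSO and 100% = empty-vector control cells with DMSO; inhibition shows as a rise in luminescence from relieved DAX1 repression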
# hcDAF12 agonist – activators of H. contortus DAF-12 nuclear receptor; actives 1.4% (n = 370,000); activation, % at 6.8 µM; HEK293 hcDAF-12 lit1-tk-luc reporter, luminescence; 0% DMSO, 100% Δ7-dafachronic acid;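 active = activation above the mean of all tested compounds plus 3 SD, cut at about 5.5% in these data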;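 note: 100% = response to 3 µM Δ7-dafachronic acid high control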
# hgDAF12 agonist – activates the H. glycines DAF-12 receptor ligand-binding domain; HEK293 GAL4-hgDAF12 UAS-luciferase reporter, agonist luminescence; normalized to butyrate control; AID 687014; activation, % at 6.8 µM; actives 1.8% (n = 370,000);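 active = activation above a cutoff set at the mean of all screened compounds plus 3 SD, cut at about 10% in these data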;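 note: 0% = DMSO wells and 100% = sodium butyrate wells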
# PG9 binder – PG9 antibody binding by small molecule; TR-FRET gp120-PG9 antibody binding; inhibition, % at 6.7 µM; actives 0.43% (n = 360,000); in the data active = inhibition above about 8.5%
# * marks the source's active call; other numbers are inactive results; / = not tested or not shown.
SMILES	DAX1 inh-1	SMARCA2 act	ADAM17 inh	ADAM10 inh	ssDAF-12 act	FXN GAA850 act	GC-A act	DAX1 inh-2	hcDAF12 agonist	hgDAF12 agonist	PG9 binder
Cc1cccc(/C=N/NC(=O)c2cc(-c3cccnc3)nc3c2c(C)nn3-c2ccccc2)c1	-0.1	-2.2	-0.9	-0.7	-1.6	-0.6	-5.4	-1.1	0.4	-1.7	-0.7
CCOC(=O)c1c(N)sc(N)c1C(=O)OCC	-0.1	-1.1	-2.8	-6.5	-0.6	1.1	-6.9	0.9	-0.1	1.2	-8.4
CC(C)(C)NC(=O)CN(C(=O)CCC(=O)Nc1nccs1)c1ccc(F)c(Cl)c1	-0.1	-0.6	-5.4	-9.3	-2.1	1.5	-4.9	-1.0	0.0	1.8	-1.5
CCCCC(=O)Nc1ccc2c(c1)nc(CCN1CCN(c3ccccn3)CC1)n2C	0.0	-1.6	-25.9	-58.1	-1.2	0.4	-2.5	0.7	1.0	-2.6	-1.9
O=C1CC2C(=O)NCCN2C(=NC(=O)c2ccc(Cl)cc2)N1 (centres undefined)	0.9	-3.7	-1.4	8.7	-1.6	0.7	1.6	-0.8	-0.6	2.6	-1.0
C[C@@]12C(=O)N(Cc3ccccc3)CC(=O)N1[C@H](/C=C/c1ccccc1)[C@@H]1C(=O)N(c3ccccc3)C(=O)[C@@H]12	0.3	-0.8	-1.9	7.9	-0.6	/	-0.6	0.4	-1.3	3.4	1.4
CC1(C(=O)NS(=O)(=O)c2ccc(F)cc2F)CCN1C(=O)CCc1ccccc1 (centres undefined)	-0.1	-5.7	-6.3	-15.9	-1.3	0.5	0.3	/	-1.0	0.6	-0.4
COc1ccc2cc(CCNC(=O)C3CCCC3)c(=O)[nH]c2c1	0.9	-2.7	-6.7	-36.4	-1.2	-0.1	-1.2	-0.4	0.7	3.9	-1.0
CN(C)CC/C=C1\c2ccccc2CSc2ccccc21	-0.2	-4.7	-5.7	-10.6	-1.3	0.3	-31.4	0.9	1.4	-1.3	1.1
CCOC(=O)c1c(/N=C/C2=C(O)CC(C)(C)CC2=O)sc(C)c1C	-0.2	1.3	-2.4	-5.5	-1.7	1.3	-8.0	-1.2	-0.7	-1.1	-3.0
Oc1c(Cl)cc(Cl)c(Cl)c1Cc1c(O)c(Cl)cc(Cl)c1Cl	-4.7	-11.5	6.9	36.2*	-2.1	-5.5	8.8	-2.0	-4.1	-9.7	-1.4
CCOC(=O)[C@]12CCCCC/C=C\1N(CCc1ccc(Cl)cc1)C(=O)[C@H]2CC(=O)N1CCCCC1	-2.2	-3.7	-0.9	-0.9	-1.9	/	-3.9	/	-2.5	-3.5	/
O=C(CSc1ncnc2sccc12)Nc1ccc(S(=O)(=O)N2CCOCC2)cc1	-1.2	0.2	0.7	0.1	-1.1	0.5	-0.6	-1.1	-2.1	-0.1	-1.5
O=C(NN1CCOCC1)c1ccc(Cl)c([N+](=O)[O-])c1	0.2	10.3*	0.1	1.6	-1.3	-0.2	1.1	-0.7	-1.9	-1.6	-1.3
O=C(CCSCc1cccc(Cl)c1)NCCC1=CCCCC1	0.3	-0.1	6.5	9.4	-1.3	0.9	-2.5	0.2	-1.0	-0.1	0.8
COc1ccc(S(=O)(=O)N(C)c2ccc(C(=O)N3CCCCC3)cc2)cc1OC	-1.0	-3.5	0.3	9.6	-2.0	1.1	5.4	-1.5	-3.4	-1.4	-1.2
Cc1cc(NC(=O)c2noc3c2CCCC3)no1	0.8	0.1	-2.1	4.2	-0.8	2.3	-2.1	1.8	1.4	3.0	0.6
C#CCOCCOCCOCCNc1nc(N2CCN(C(=O)Cn3cc(CCCCN)nn3)CC2)nc(N2CCN(C(=O)Cn3cc(CCCCN)nn3)CC2)n1	0.5	-2.1	5.3	0.5	-0.9	0.2	-1.7	-0.7	-2.1	3.4	-1.1
Cc1cc(F)ccc1-c1cc(C(=O)NCc2ccc(C(F)(F)F)cc2)[nH]n1	-1.2	-2.2	11.0*	14.5	-1.0	1.4	2.0	/	0.2	4.0	-2.0
COc1ccc(S(=O)(=O)N2CCN(C(=O)c3c(-c4ccccc4)noc3C)CC2)cc1	-0.8	-1.4	-4.3	-2.3	-0.7	1.2	4.2	0.8	1.1	1.1	1.5
Cc1cc(C)c(C(=O)COC(=O)c2c(C)noc2C)cc1C	0.1	0.6	0.1	5.3	-1.9	3.2	-3.9	0.1	-1.2	-0.8	0.5
COc1ccc(CNC(=O)CS(=O)Cc2nc(-c3ccccc3C)oc2C)cc1 (centres undefined)	-0.3	-2.8	-1.1	-8.2	0.0	1.9	-2.1	-0.4	-2.7	0.7	-1.9
COC(=O)c1cn(CCOc2ccccc2)c2ccccc12	1.0	2.2	-2.0	-1.0	1.3*	1.0	-4.2	1.2	6.7*	5.9	1.2
CCOC(=O)C1=C(O)/C(=C/c2cc(OC)c(OC)c(OC)c2)N=C1C	0.1	-0.5	-3.5	-8.4	-1.1	-1.4	7.3	-0.3	-0.5	-1.3	-9.0
COc1ccc(NC(=O)c2ccc(S(=O)(=O)N3CCCCCC3)cc2)c(OC)c1	-0.9	-2.1	0.6	8.2	-1.5	0.1	5.2	-1.2	-1.7	-3.5	-1.7
Nc1cc(=O)[nH]c(SCC(=O)Nc2ccc(N3CCOCC3)cc2)n1	-3.2	-2.1	1.8	-6.1	-0.7	-0.7	-1.7	0.3	1.1	0.4	0.9
COC(=O)[C@]1(C#N)CC(=O)N(Cc2ccc(Cl)cc2)[C@@H]1c1ccc(OC)cc1	1.2	-3.8	0.6	-2.6	-1.4	/	-13.4	/	-0.8	1.7	/
O=C(Nc1cccc2ccccc12)c1cc2c(cc1Br)OCO2	-0.3	0.7	-2.0	1.9	-0.6	3.1	0.0	-0.8	1.5	-0.4	-2.6
COC(=O)c1ccc(C2c3c(oc4ccc(Cl)cc4c3=O)C(=O)N2CCN2CCOCC2)cc1 (centres undefined)	0.2	2.4	-14.2	-24.6	-0.4	-1.5	4.0	0.3	0.1	2.5	-1.6
CCS(=O)(=O)C(=C(Nc1ccc(OC)cc1)Nc1ccc(OC)cc1)S(=O)(=O)CC	0.1	-5.9	-2.9	1.0	-1.4	-4.6	-2.0	0.8	0.8	-3.8	0.8
Cn1c(=O)n(C)c2cc(NC(=O)CSc3ccccc3)ccc21	0.7	-0.3	-1.2	-1.9	-1.5	1.8	1.8	0.9	0.1	-1.2	-2.1
CC(=O)N1CCc2c(sc(NC(=O)Cc3ccc(F)cc3)c2C(N)=O)C1	-2.8	-1.7	-0.5	-14.7	-1.2	0.5	-4.3	0.5	-1.3	-0.5	-1.2
Cc1ccc(CNC(=O)C2CC(c3cccc([N+](=O)[O-])c3)=NO2)cc1 (centres undefined)	-0.1	0.8	-0.1	4.8	-1.3	-0.6	0.2	0.5	-0.8	-1.0	-4.2
COc1ccccc1C(=O)n1nc(-c2ccco2)nc1SC	0.0	-2.4	-3.8	-0.7	-1.2	-0.4	10.8	-0.5	-0.9	-0.2	-0.1
COc1ccc(/C=N/NC(=O)OC(C)(C)C)cc1OC	0.0	8.4*	0.2	0.3	-0.7	3.1	-0.5	1.8	3.0	1.4	-3.7
CCCCOc1ccc(C2(C)NC(=O)NC2=O)cc1 (centres undefined)	-0.2	-1.2	-3.3	-1.7	-2.1	-0.2	1.9	0.2	-0.1	3.4	-0.8
CCOc1ccc(CCNC(=O)c2sc3nc4n(c(=O)c3c2C)CCC4)cc1OCC	0.0	-0.3	-3.9	-5.6	-1.4	-0.5	-1.4	0.4	-1.4	-3.1	-3.0
Cc1ccc(NC2=NCCCCC2)cc1	0.2	-1.4	-0.1	1.9	-0.8	0.9	-3.7	0.2	1.4	-2.5	-2.7
CCN(CC)C(=O)c1cccc(-c2csc(C(NC(C)=O)c3ccc(F)c(F)c3)n2)c1 (centres undefined)	0.3	-1.7	-3.2	-9.6	-0.8	0.8	-0.6	/	-0.7	-2.0	-0.3
CC1(C)CC(=O)C2=C(C1)N(Cc1ccco1)C(=O)C2(NC(=O)c1ccc(Cl)cc1Cl)C(F)(F)F (centres undefined)	0.0	-1.9	-4.1	-7.8	-1.0	-0.4	0.0	-0.3	-1.6	-2.6	-1.1
Cc1cc(/C=C(\C#N)c2nc3ccccc3[nH]2)c(C)n1C	1.6	-1.1	-39.3	-118.6	-1.0	2.1	0.8	-0.2	1.6	3.1	-5.4
CCOC(=O)CCNc1n[nH]c(=O)[nH]c1=O	-0.1	0.0	-3.7	-5.2	-0.5	4.6	-0.7	1.2	0.4	-1.0	0.3
Cc1cc(C)nc(/N=c2/ssnc2Cl)c1	-0.9	1.0	-1.5	-4.1	-1.1	-1.1	-9.1	0.0	2.5	-2.4	1.0
O=C(OCC(=O)N1CCOCC1)c1ccc2ccccc2c1O	2.5	7.3	-97.2	-373.5	0.0	3.1	2.8	1.0	3.4	7.5	0.7
O=C(NCc1ccccc1)c1c[nH]c2ccc(F)cc2c1=O	-0.3	3.5	-3.5	3.6	-2.0	-0.1	-1.6	-1.9	-1.9	-1.6	-1.9
C=CCSc1nnc(NC(=O)c2ccc(Cl)nc2)s1	-0.2	-3.5	-2.5	-5.2	-0.2	1.6	-1.9	0.8	-1.0	4.5	-1.0
CCc1cc(C(=O)OCC(=O)N2CCC(c3ccccc3)=N2)sc1C	-0.9	-2.0	6.0	11.0	-0.7	-1.4	-1.3	1.4	-1.8	0.3	1.6
O=c1c(Cl)c(N/N=C/c2ccc(Br)cc2)cnn1-c1ccccc1	0.3	-2.7	-5.3	-8.9	-0.8	-0.4	-0.4	2.3	4.5	-0.4	-0.7
Cn1c(=O)n(C)c2cc(/C=C3/SC(=O)N(CC(=O)N4CCOCC4)C3=O)ccc21	-0.5	-1.9	-7.7	-28.0	-1.4	1.6	4.3	-0.3	-2.8	0.3	-2.1
CN(C)S(=O)(=O)c1cccc(NC(=O)COc2ccccc2C(=O)Nc2ccccc2)c1	0.0	-3.6	-1.2	-6.9	-1.2	-5.0	-4.5	-1.0	-1.6	0.1	0.9
CCc1n[n+](CC(=O)c2ccccc2)c(N)s1	3.6	1.9	-2.0	-0.5	-0.3	-3.7	-0.9	-6.2	3.4	3.8	-0.6
CC(C)Cc1nc2sc3c(=O)[nH]cnc3c2c2c1CCCC2	0.2	2.7	-4.2	-5.5	-1.4	1.7	-3.8	1.2	-0.2	-0.9	-0.2
CCOC(=O)c1ccc(NC(=O)Nn2cnnc2)cc1	-0.2	-0.7	0.1	-0.1	-1.0	2.9	1.0	-0.4	1.6	-2.2	-1.9
CC(=O)NC1(C(F)(F)F)C(=O)N(Cc2ccccc2)C2=C1C(=O)CC(C)(C)C2 (centres undefined)	0.9	1.1	-1.3	-4.7	-1.4	-2.2	5.7	1.7	0.1	-0.6	-0.5

# Compound activity from PubChem BioAssay.
